Bioassay records as filed in PubChem BioAssay.
NSD2 HMT inh – blocks human histone methyltransferase NSD2. O96028. NSD2 peptide methylation, AlphaScreen, 120 min. inhibition, % at 12.5 µM. 310,000 compounds, 0.54% hits. AID 743445; in the data active = inhibition above about 50%
Target sequence (O96028 whole entry, looked up): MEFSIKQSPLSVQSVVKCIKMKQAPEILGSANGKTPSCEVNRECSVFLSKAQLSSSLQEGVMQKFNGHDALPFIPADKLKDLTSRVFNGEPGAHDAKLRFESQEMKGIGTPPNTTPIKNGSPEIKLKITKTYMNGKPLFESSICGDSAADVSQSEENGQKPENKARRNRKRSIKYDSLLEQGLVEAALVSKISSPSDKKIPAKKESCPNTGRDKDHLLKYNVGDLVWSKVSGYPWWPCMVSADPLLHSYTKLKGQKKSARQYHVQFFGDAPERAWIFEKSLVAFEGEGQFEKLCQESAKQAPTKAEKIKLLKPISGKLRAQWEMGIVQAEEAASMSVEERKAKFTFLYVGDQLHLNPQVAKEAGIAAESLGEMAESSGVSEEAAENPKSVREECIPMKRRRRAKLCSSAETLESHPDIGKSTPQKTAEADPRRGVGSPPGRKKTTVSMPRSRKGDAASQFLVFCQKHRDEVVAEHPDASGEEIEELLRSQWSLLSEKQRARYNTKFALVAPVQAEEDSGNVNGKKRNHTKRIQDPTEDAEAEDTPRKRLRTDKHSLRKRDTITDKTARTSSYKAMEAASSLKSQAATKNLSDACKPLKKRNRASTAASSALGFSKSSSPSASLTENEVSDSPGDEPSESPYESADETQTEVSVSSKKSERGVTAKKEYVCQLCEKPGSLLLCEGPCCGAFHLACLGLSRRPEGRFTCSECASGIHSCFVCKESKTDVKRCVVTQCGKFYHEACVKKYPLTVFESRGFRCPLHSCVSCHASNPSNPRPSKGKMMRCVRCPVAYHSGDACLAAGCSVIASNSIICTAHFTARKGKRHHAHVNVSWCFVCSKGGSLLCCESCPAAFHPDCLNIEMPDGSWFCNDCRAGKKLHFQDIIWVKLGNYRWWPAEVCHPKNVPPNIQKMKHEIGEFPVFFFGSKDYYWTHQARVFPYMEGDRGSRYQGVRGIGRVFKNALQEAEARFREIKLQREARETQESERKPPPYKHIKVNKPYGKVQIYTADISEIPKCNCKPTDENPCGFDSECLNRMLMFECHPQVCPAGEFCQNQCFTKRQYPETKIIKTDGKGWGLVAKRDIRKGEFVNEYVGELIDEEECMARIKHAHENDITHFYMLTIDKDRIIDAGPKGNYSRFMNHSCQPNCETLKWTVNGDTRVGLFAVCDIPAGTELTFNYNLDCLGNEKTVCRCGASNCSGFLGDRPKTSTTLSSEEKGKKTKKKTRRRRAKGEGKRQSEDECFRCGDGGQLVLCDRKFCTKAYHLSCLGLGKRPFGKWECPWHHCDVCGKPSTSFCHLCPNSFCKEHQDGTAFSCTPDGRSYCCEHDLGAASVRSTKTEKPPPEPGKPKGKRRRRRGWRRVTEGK
Starred values were filed as active, the others as inactive.

NSD2 HMT inh	canonical_smiles
1	NCCN1CCN(S(=O)(=O)c2ccc3c(c2)CCN3C(=O)C2CCC2)CC1
5	Cc1c(NC(=O)C2CCCN(S(=O)(=O)c3ccc(F)cc3)C2)c(=O)n(-c2ccccc2)n1C (centres undefined)
0	CC(C)CNC(=O)OCc1cn(Cc2ccc(C(F)(F)F)cc2)nn1
-1	Cc1ccc(NC(=O)Cc2ccc(OC(F)F)cc2)c(S(=O)(=O)N2CCOCC2)c1
0	COc1cc(/C=C(\C(=O)O)c2ccc(S(=O)(=O)N3CCCCC3)s2)ccc1OC(F)F
-14	CCCC(C)NC(=O)CC1Oc2ccccc2NC1=O (centres undefined)
0	CCOC(=O)c1c(-c2ccc(Cl)cc2)csc1/N=C/C1C(=O)CC(C)(C)CC1=O
-5	COC(=O)CNC(=O)[C@H](Cc1ccccc1)NC1(C(=O)NCCc2c[nH]c3ccccc23)CCCCC1
3	Cc1nc(NS(=O)(=O)c2ccccc2C)c2c3c(sc2n1)CCC3
1	Cc1ccc(-n2c(SCC(=O)c3ccccc3Br)nnc2-c2ccncc2)cc1
-3	CC(C)c1ccc(/C=C/C(=O)NC2=NCCS2)cc1
-4	CCn1c2ccccc2c2cc(NC(=O)COC(=O)c3cc(F)cc(F)c3)ccc21

NSD2 HMT inh	canonical_smiles
-1	O=C(c1cccc(F)c1)N(Cc1ccccn1)CC1CCCO1 (centres undefined)
1	O=c1cc(N2CCN(c3cccc(C(F)(F)F)c3)CC2)[nH]c(=O)n1-c1ccccc1
7	COc1ccc(-n2c(SCC(=O)NC3CCCC3)nnc2-c2ccncc2)cc1
-2	COc1ccc(-c2nnc(SCC(=O)Nc3ccc(Oc4ccccc4)cc3)n2Cc2ccco2)cc1
-2	Cn1c(COc2ccccc2)nnc1SCC(=O)Nc1ccc(OCc2ccccc2)cc1
5	Cc1nn(-c2ccccc2)c(C)c1/C=N/NC(=O)c1[nH][nH]c(=O)c1C
-7	COc1ccc(C(=O)NC(=O)COC(=O)c2ccc3ncsc3c2)cc1
2	O=C(CN1CCC(NC(=O)NC2CCCC2)CC1)Nc1ccc2c(c1)OCCO2
-2	c1ccc(-c2nnc3sc(C4CCCCC4)nn23)cc1
-2	O=C(NCc1ccc(Cl)cc1)C1C2C=CC3(CN(Cc4ccccc4)C(=O)C13)O2 (centres undefined)
1	O=S(=O)(c1cccc2cccnc12)N1CCC(c2cn3ccccc3n2)CC1
-1	Cc1cc(C)cc(N(CC(=O)NC2CCC(C)CC2)S(=O)(=O)c2ccc([N+](=O)[O-])cc2)c1 (centres undefined)

NSD2 HMT inh	canonical_smiles
-1	CN(CCc1ccccc1)C(=O)c1cc2ccccn2n1
1	Cc1ccc(OCc2nnc(SCC(=O)Nc3ccccc3-c3ccccc3)n2Cc2ccco2)cc1
1	CC(C)C[C@H](NC1(C(=O)NC2CCCCC2)CCOCC1)C(=O)NCC(c1ccccc1)c1ccccc1
17	CC1(C)C=Cc2ccc(O)c(C(=O)/C=C/c3ccccc3)c2O1
9	CN(Cc1ccco1)C(=O)c1cccc2c1C(=O)N(Cc1cccnc1)C2
11	C#CCOCCOCCOCCNc1nc(N2CCOCC2)nc(N2CCN(C(=O)[C@H](CCC(=O)O)n3cc(C(N)CC(C)C)nn3)CC2)n1 (some centres undefined)
-2	CCCS(=O)(=O)NC(=O)C1(C)CCCN(C(=O)c2ccc(F)cc2Cl)C1 (centres undefined)
1	O=C(NCC1COCCO1)C1CCN(S(=O)(=O)c2cccs2)CC1 (centres undefined)
11	COC(=O)CN1CCN(C(=O)c2csc3ccccc23)CC1
0	CC(C)C(NC(=O)[C@H](Cc1ccc(O)cc1)NC(=O)OC(C)(C)C)P(=O)(O)OC(Cc1ccccc1)C(=O)O (some centres undefined)
0	CN(Cc1ccccc1F)C(=O)Cn1c(-c2cncs2)nc2ccccc21
-1	COc1cc2nc3c4ccccc4n(CC#N)c3nc2cc1OC

Continued; the last five above are carried over.
NSD2 HMT inh	canonical_smiles
1	O=C(NCC1COCCO1)C1CCN(S(=O)(=O)c2cccs2)CC1 (centres undefined)
11	COC(=O)CN1CCN(C(=O)c2csc3ccccc23)CC1
0	CC(C)C(NC(=O)[C@H](Cc1ccc(O)cc1)NC(=O)OC(C)(C)C)P(=O)(O)OC(Cc1ccccc1)C(=O)O (some centres undefined)
0	CN(Cc1ccccc1F)C(=O)Cn1c(-c2cncs2)nc2ccccc21
-1	COc1cc2nc3c4ccccc4n(CC#N)c3nc2cc1OC
-2	OC[C@@H]1CN(Cc2ccc(-c3ccccc3)cc2)C[C@H](n2cnc3c(N4CCCC4)ncnc32)O1
1	COc1ccc2c(c1)CCCN2C(=O)C1CCCN(S(=O)(=O)c2c(C(C)C)cc(C(C)C)cc2C(C)C)C1 (centres undefined)
7	COc1ccc(N2CCN(CCNS(=O)(=O)c3ccc(Cl)s3)CC2)cc1
4	OCCN(Cc1ccccn1)Cc1ccccn1
0	COc1ccc(-n2c(SCC(=O)c3ccc4ccccc4c3)nnc2-c2ccccc2)cc1
3	Cc1ccc(-c2cc(C(=O)NN=Cc3c4ccccc4cc4ccccc34)[nH]n2)cc1C
2	CN1CCN(c2ccc([N+](=O)[O-])cc2/C=N/NC(=O)c2cccc([N+](=O)[O-])c2)CC1
-4	O=C(OCC#CCSc1nnc(-c2cccc3ccccc23)o1)c1ccncc1
1	O=c1[nH]cc(F)c(=O)n1C1OC(CO)C(O)C1O (centres undefined)
11	C=CCNc1ncnc2c1ncn2[C@H]1CN(Cc2ccccc2)C[C@@H](COC(C)=O)O1
0	Clc1ccc(CSc2nnc(-c3cccs3)o2)cc1Cl
-1	O=C(CSc1nnc(-c2cccnc2)n1Cc1ccco1)Nc1ccc(F)cc1Cl

Some of these compounds in order of SMILES length, falling.
NSD2 HMT inh	canonical_smiles
1	COc1ccc2c(c1)CCCN2C(=O)C1CCCN(S(=O)(=O)c2c(C(C)C)cc(C(C)C)cc2C(C)C)C1 (centres undefined)
2	CN1CCN(c2ccc([N+](=O)[O-])cc2/C=N/NC(=O)c2cccc([N+](=O)[O-])c2)CC1
7	COc1ccc(N2CCN(CCNS(=O)(=O)c3ccc(Cl)s3)CC2)cc1
1	O=c1[nH]cc(F)c(=O)n1C1OC(CO)C(O)C1O (centres undefined)
0	Clc1ccc(CSc2nnc(-c3cccs3)o2)cc1Cl
4	OCCN(Cc1ccccn1)Cc1ccccn1

Gathered by group: the compounds so far containing a COOH group.
NSD2 HMT inh	canonical_smiles
0	COc1cc(/C=C(\C(=O)O)c2ccc(S(=O)(=O)N3CCCCC3)s2)ccc1OC(F)F
11	C#CCOCCOCCOCCNc1nc(N2CCOCC2)nc(N2CCN(C(=O)[C@H](CCC(=O)O)n3cc(C(N)CC(C)C)nn3)CC2)n1 (some centres undefined)
0	CC(C)C(NC(=O)[C@H](Cc1ccc(O)cc1)NC(=O)OC(C)(C)C)P(=O)(O)OC(Cc1ccccc1)C(=O)O (some centres undefined)

(next part)
NSD2 HMT inh	canonical_smiles
3	C=CCNC(=O)CN(C(=O)Cc1ccc(Cl)nc1)c1cccc(Br)c1
-1	O=C(CNS(=O)(=O)c1ccc(F)cc1)N1CCN(c2ccccn2)CC1
-1	Cc1sc2nc(-c3ccncc3)[nH]c(=O)c2c1-c1ccccc1
0	CC1(C)Oc2ccc(C(=O)N3CCCC3)cc2NC1=O
-1	CC(=O)Nc1ccc(S(=O)(=O)Nc2ccc3c(c2)C(=O)OC3)cc1
0	Cc1ccc(C2=[N+]([O-])C3(CCCCC/C3=N\NC(N)=S)N(O)C2(C)C)o1 (centres undefined)
-6	CCC[C@H]1[C@@H](NC(=O)NCC)CC[C@@]23CCCN2C(=O)CCC[C@@H]13
4	Cc1nn(CCC(=O)NNC(=O)Nc2ccc(Cl)cc2)c(C)c1[N+](=O)[O-]
-4	OC[C@@H]1CN(Cc2ccccc2)C[C@H](n2cnc3c(NCc4ccncc4)ncnc32)O1
1	O=C(Sc1cccc2cccnc12)c1ccc(F)cc1
8	CC1CC(C)CN(CCCNC(=O)C2CCN(c3ncnc4c3sc3cccc(F)c34)CC2)C1 (centres undefined)
-3	Nn1c(SCc2ccc([N+](=O)[O-])cc2)nnc1-c1n[nH]c2c1CCC2

NSD2 HMT inh	canonical_smiles
0	CC1(C)CC(=O)N(CC(=O)N2CCN(c3cccc(Cl)c3Cl)CC2)c2ccccc2S1(=O)=O
-2	O=C(NCCc1c[nH]c2ccccc12)[C@H](Cc1c[nH]c2ccccc12)NC1(C(=O)NC2CCCCC2)CCCCCCC1
-4	Cn1c(=O)c2c(ncn2CC(=O)N/N=C/c2c[nH]c3ccccc23)n(C)c1=O
-2	CCCS(=O)(=O)NC(=O)C1(C)CCN(C(=O)c2ccccc2Br)C1 (centres undefined)
-5	COc1ccc(OC)c(NS(=O)(=O)c2ccc(Br)s2)c1
15	Cc1cc(C)cc(NC(=O)N2CCN(Cc3nc4ccccc4c(=O)[nH]3)CC2)c1
-3	CCOc1ccc(Oc2c(Cl)cnn(-c3ccc(C)cc3)c2=O)cc1
2	O=C(CN1CCNCC1)N1CCOCC1
0	O=[N+]([O-])c1cccc2[nH]c(CNc3nc(N4CCOCC4)nc4c3ncn4-c3ccsc3)nc12
-2	O=C(CSc1nnc(Cc2cccs2)n1-c1ccccc1)Nc1ccccc1-c1ccccc1
-2	CSCCC(N=Cc1c(O)n(-c2ccc(F)cc2)c(=O)[nH]c1=O)C(=O)O (centres undefined)
-4	Fc1c(-c2ccc3ncnc(NCc4cccs4)c3c2)ccc2c1OCO2

NSD2 HMT inh	canonical_smiles
-4	CC(C)(C)c1ccc(CSc2nnc(-c3cccs3)o2)cc1
3	Cc1nn(-c2ccccc2)c2sc(C(=O)NC3CCCC3)cc12
-6	COc1ccccc1C(=O)CSc1nnc(-c2ccncc2)n1-c1ccc(Cl)cc1
-3	CC(=O)Nc1ccc(CNc2nc3cc(-c4ccsc4)sc3c(=O)n2C)cc1
-1	COc1ccccc1N1CCN(C(=O)Cn2nc3n(C)c4ccccc4n3c(=O)c2=O)CC1
-4	COc1cc2c(cc1NC(=O)CSc1nnc(COc3ccccc3)n1Cc1ccco1)oc1ccccc12
-3	Cc1sc2nc(COC(=O)CNC(=O)c3cc(F)ccc3F)[nH]c(=O)c2c1C
-1	O=C(CSc1nnc(COc2ccccc2)n1Cc1ccco1)Nc1ccc(OCc2ccccc2)cc1
-1	O=C(NCC1COc2ccccc2O1)c1ccc(NC(=O)c2cc(F)ccc2F)cc1 (centres undefined)
9	COc1cc(NC(=O)C2CCN(c3nnc(-n4cccc4)s3)CC2)cc(OC)c1
0	Cn1c(=O)c2c(nc(CN3CCN(c4ccccc4)CC3)n2CCN2CCOCC2)n(C)c1=O
-1	O=C(CSc1nnc(-c2ccccc2)n1-c1ccc(Cl)cc1)c1ccccc1Br

NSD2 HMT inh	canonical_smiles
-2	O=C(CNS(=O)(=O)c1cccc2ccccc12)N1CCN(c2ncccn2)CC1
-9	c1cncc(CNc2ccnc(-c3ccc4c(c3)OCO4)n2)c1
-3	O=C(NC1CCS(=O)(=O)C1)c1cccnc1 (centres undefined)
13	Cc1ccc(-n2c(SCc3cccc(F)c3)nnc2-c2cccc(C)c2)cc1
8	Cc1cccc(C)c1C(O)c1ncc(-c2ccccc2F)[nH]1 (centres undefined)
-3	Cc1occc1-c1nnc(SCC(=O)Nc2ccc3ncccc3c2)n1-c1ccccc1
0	O=C(NC(Cc1cn(Cc2ccccc2)cn1)C(=O)O)OCC1c2ccccc2-c2ccccc21 (centres undefined)
0	C=CCNC(=O)CN(C(=O)Cc1ccc(Cl)cc1)c1cccc(Br)c1
0	CC(C)c1cc(C(C)C)c(S(=O)(=O)N2CCCC(C(=O)N3CCN(Cc4ccccc4)CC3)C2)c(C(C)C)c1 (centres undefined)
2	Cc1cc(NS(=O)(=O)c2ccc(NC(=O)CSc3nnc(SCc4ccc(Cl)cc4)s3)cc2)nc(C)n1
-10	COc1nc(N)nc2c1ncn2[C@@H]1O[C@H](CO)[C@@H](O)[C@@H]1O
-2	Cc1ccc(-n2c(SCC(=O)Nc3cccc4ccccc34)nnc2-c2ccccn2)cc1

NSD2 HMT inh	canonical_smiles
16	Cc1nc(Nc2ncc(C(=O)Nc3c(C)cccc3Cl)s2)cc(N2CCN(CCO)CC2)n1
-1	Cc1n[nH]c(C)c1S(=O)(=O)NC(C)Cc1ccccn1 (centres undefined)
0	CCOc1cc(S(=O)(=O)NCc2ccccn2)c(C)cc1C
-5	CCOC(=O)c1csc(NC(=O)C2CCCN(S(=O)(=O)c3cccs3)C2)n1 (centres undefined)
1	CC(C)Nc1ncnc2c1ncn2[C@H]1CN(Cc2ccccc2)C[C@@H](CO)O1
-2	O=C(OCC#CCSc1nnc(-c2cccs2)o1)c1ccc(F)cc1
0	CO[C@H]([C@H](C)/C=C/N(C)C=O)[C@@H](C)C(=O)CC[C@H](C)[C@H](O)[C@H](C)[C@H]1OC(=O)/C=C/C(C)=C/C[C@H](O)C[C@@H]2C=CC[C@@H](C[C@H](OC)[C@@]3(CO3)[C@@H](OC)C[C@@H](OC)[C@@H]1C)O2
0	CCCCN1C(=O)C(CC(=O)NCC2CCCCC2)CC(C(=O)N2CCCCCC2)=C1C (centres undefined)
-3	COC(=O)CC1CCc2cc(C)cc(C(CC(C)C)NC(=O)[C@H](CC(C)C)NC(=O)OCc3ccccc3)c2O1 (some centres undefined)
8	CCC(=O)NCC[C@@H]1CCc2ccc3c(c21)CCO3
11	O=C(NCCc1ccccc1)OCc1cn(-c2cccc(F)c2F)nn1
0	COc1ccccc1-c1nc(NC(C)=O)n[nH]1

NSD2 HMT inh	canonical_smiles
-3	CC(C)c1cc(C(C)C)c(S(=O)(=O)NCC(=O)N2CCN(c3ncccn3)CC2)c(C(C)C)c1
-2	O=C(OCC#CCSc1nnc(-c2cccc3ccccc23)o1)c1ccc(C(F)(F)F)cc1
-3	OC[C@@H]1CN(Cc2ccco2)C[C@H](n2cnc3c(NCc4ccncc4)ncnc32)O1
-1	Nn1c(SCC(=O)Nc2cc(C(F)(F)F)ccc2Cl)nnc1-c1n[nH]c2c1CCC2
-1	c1ccc(C(c2ccccc2)N2CCN(c3nc4ccccc4n4cnnc34)CC2)cc1

Some of the compounds tested; rates above refer to the full screens.
